BoNT A protease: inhibitors of Botulinum neurotoxin A light chain protease; multiplex microsphere protease substrate cleavage, flow cytometry; hit rate 0.17% among 360,000; inhibition, % at 10 µM; also: plate controls were buffer without enzyme for full effect and enzyme alone for no effect
Y pestis TopoI: Y. pestis Topo-I inhibition via cleavage products; Y. pestis Topo-I cleavage product accumulation, plate reader; hit rate 0.064% among 360,000; activity, % at 10 µM; in the data active = activity above about 50%, passing the limit was not always enough; inconclusive = no clear call, values can overlap the other calls; also: inactives centre near 2
Anthrax LF prot: blocks Bacillus anthracis lethal factor protease; multiplex microsphere protease cleavage assay, LF; inhibition, % at 10 µM; hit rate 0.12% among 360,000; AID 588501; also: plate controls were buffer without enzyme for full effect and enzyme alone for no effect
Target sequence (P15917 whole entry, looked up): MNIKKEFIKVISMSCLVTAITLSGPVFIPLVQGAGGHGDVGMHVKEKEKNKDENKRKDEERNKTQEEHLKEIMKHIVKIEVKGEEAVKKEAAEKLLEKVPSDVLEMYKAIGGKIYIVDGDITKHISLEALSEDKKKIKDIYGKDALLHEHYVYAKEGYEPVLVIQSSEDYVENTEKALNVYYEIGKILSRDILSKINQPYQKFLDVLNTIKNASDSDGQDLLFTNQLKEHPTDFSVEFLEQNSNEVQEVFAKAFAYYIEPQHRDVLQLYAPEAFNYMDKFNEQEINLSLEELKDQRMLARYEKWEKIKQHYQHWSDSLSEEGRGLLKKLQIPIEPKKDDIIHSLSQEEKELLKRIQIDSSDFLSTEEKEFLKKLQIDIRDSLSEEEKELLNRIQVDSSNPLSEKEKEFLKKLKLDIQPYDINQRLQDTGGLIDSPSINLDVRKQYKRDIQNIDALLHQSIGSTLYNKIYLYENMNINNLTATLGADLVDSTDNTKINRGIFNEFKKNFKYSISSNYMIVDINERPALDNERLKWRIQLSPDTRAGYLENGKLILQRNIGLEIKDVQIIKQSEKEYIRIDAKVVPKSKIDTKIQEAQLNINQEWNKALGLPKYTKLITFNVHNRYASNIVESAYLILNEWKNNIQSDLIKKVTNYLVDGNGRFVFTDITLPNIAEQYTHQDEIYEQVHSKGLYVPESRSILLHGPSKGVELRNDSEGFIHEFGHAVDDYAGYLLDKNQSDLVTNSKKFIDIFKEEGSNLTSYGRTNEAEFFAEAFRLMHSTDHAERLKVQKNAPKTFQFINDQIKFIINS
BoNT-F LC inh: blocks Botulinum neurotoxin F light chain protease | Multiplex microsphere protease cleavage assay, flow cytometry | inhibition, % at 10 µM | hit rate 0.22% among 360,000; in the data active = inhibition above about 35%, passing the limit was not always enough; inconclusive = no clear call, values can overlap the other calls; also: plate controls were buffer without enzyme for full effect and enzyme alone for no effect
PrPC surface inh: inhibitors of human cell surface prion protein PrPC; P04156; TR-FRET read-out; inhibition, % at 13.8 µM; hit rate 0.43% among 370,000; AID 720596; in the data active = inhibition above about 24%; also: 0% = median of the test wells and 100% = reference compound wells
PfHsp40 rescue: restores yeast growth despite PfHsp40 toxicity | hit rate 0.68% among 340,000 | growth rescue, % at 12.5 µM | S. cerevisiae expressing PfHsp40, growth rescue, ATP luminescence; in the data active = growth rescue above about 28%, passing the limit was not always enough; inconclusive = no clear call, values can overlap the other calls;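 also: yeast W303a lacking pdr1 and pdr3 grown in galactose medium; growth measured after three days at 30 °C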
TcdB GH inh: inhibitors of Clostridioides difficile toxin B glycohydrolase; TcdB glycohydrolase enzymatic assay, plate reader; P18177; hit rate 0.24% among 350,000; AID 652162; inhibition, % at 9.99 µM; in the data active = inhibition above about 10%
CCHF vOTU inh: blocks the CCHF virus ovarian tumor domain protease; CCHFV vOTU protease, Pep-AMC fluorescence; inhibition, % at 11.5 µM; hit rate 0.55% among 370,000; in the data active = inhibition above about 30%; also: 0% = vehicle wells with enzyme and 100% = no enzyme wells
FadD28 FP inh: inhibitors of Mycobacterium tuberculosis FadD28 bisubstrate binding | FadD28 bisubstrate probe binding, fluorescence polarization | inhibition, % at 12.5 µM | hit rate 0.22% among 360,000 | AID 588549; in the data active = inhibition above about 8.5%, passing the limit was not always enough; inconclusive = no clear call, values can overlap the other calls
Starred values were filed as active, the others as inactive; ? = inconclusive; . = not tested or not shown; & = joins results of further samples. Rule as the data show it, unless noted: active = inhibition above about 30%; inconclusive = no clear call, values can overlap the other calls; inactive = below that.

Order of values – BoNT A protease, Y pestis TopoI, Anthrax LF prot, BoNT-F LC inh, PrPC surface inh, PfHsp40 rescue, TcdB GH inh, CCHF vOTU inh, FadD28 FP inh
CC[C@]12c3[nH]c4ccc(Cl)cc4c3CCN1C(=O)[C@@H](CC(=O)NCCN1CCOCC1)C[C@@H]2C(=O)N1CCN(C(=O)c2ccco2)CC1
    0.5, 20, 0, 0, 2, -0.9, -4.7, 19, -2.8
CC(=O)Nc1cccc(C(=O)/C=C/c2ccc[nH]2)c1
    ?, 1, -17, ?, 2, 0.1, -3.8, -5, -4.6
O=C(c1cc(-c2ccc3c(c2)OCO3)on1)N1CCOCC1
    ?, 4, -1, -2, -2, 0.9, ., 6, -0.8
CCCCCOc1ccc(C(=O)NCCC(=O)NCCCC(=O)OCC)cc1
    -1.6, 18, -12, ?, -4, 2.3, 0.3, 8, -1.6
COc1ccc(C2/C(=C(/O)c3ccc(F)cc3)C(=O)C(=O)N2CCCN2CCOCC2)cc1OC (stereo not given)
    2.2, 8, 0, -8, ., -0.4, ., ., -4.0
Cc1ccc(C(=O)NCc2cccnc2)o1
    -1.0, -5, -2, 8, 0, -0.3, -0.7, -6, -1.6
CN1CC(C(=O)Nc2ccc(F)c(Cl)c2)CC1=O (stereo not given)
    5.8, 0, 6, -13, 6, -1.5, -0.3, 8, -1.4
COc1cc(C2C(C#N)=C(N)N(c3cccnc3)C3=C2C(=O)CCC3)ccc1O (stereo not given)
    0.2, -4, -1, -2, -10, -1.8, -5.4, -14, 3.0
O=C(CN1CCC(NC(=O)c2ccccc2F)CC1)NCc1ccc(F)cc1
    0.6, 0, -5, 0, -4, 1.5, ., 6, -2.1
Cc1ccc(N2CC(C(=O)NC3CC3)CC2=O)cc1 (stereo not given)
    -0.9, -2, -1, 1, 4, 0.6, -0.1, -8, -3.5
CCN(C[C@H]1N[C@@](C)(C(=O)OC)[C@H]2C(=O)N(Cc3ccccc3)C(=O)[C@@H]12)C(=O)COC
    -0.5, 9, -4, -9, 7, -0.6, 1.3, -2, 0.7
NC(=O)N=Nc1c2[nH]c3ccccc3nc-2c2ccccc12
    -0.2, -18, -3, -17, -25, 45*, 1.0, 13, -1.4
CCN(CC(=O)NCc1cccs1)S(=O)(=O)c1ccc(F)cc1
    3.1, 1, -1, 8, 2, 0.7, -0.4, 4, -3.7
Cc1cc(C)nc(N(C#N)Cc2cccc(Cl)c2)n1
    0.5, 2, -1, 7, 4, 0.5, 0.0, -3, -3.1
CCC(Oc1ccccc1)C(=O)OCC(=O)Nc1sccc1C(N)=O (stereo not given)
    -0.6, 1, -9, -8, 3, -1.6, 1.1, -9, -4.3
c1cn(-c2ccc(-c3ccnc4ncnn34)cc2)cn1
    0.0, 2, -5, -1, -3, 0.4, 0.9, -8, -0.2
COc1cccc(NC(=O)C2C3C=CC4(O3)C2C(=O)N(C(C)C)C4C(=O)NC2CCCCC2C)c1 (stereo not given)
    0.7, 1, -4, -3, -5, -1.4, ., 3, -4.5
COCCNC(=O)c1n[nH]c2ccccc12
    -1.5, 1, -4, 2, -4, 0.0, 0.2, -3, -3.3
O=C(N/N=C\c1ccc(Br)o1)C1COc2ccccc2O1 (stereo not given)
    0.1, -6, -1, 0, 3, 0.2, -0.5, -14, 0.3
Cc1cccc(OCCC(=O)Nc2ccc(C)c(S(=O)(=O)N3CCOCC3)c2)c1
    -0.3, 21, -6, -7, 3, 1.8, -3.5, 17, 3.0
CC(C)OC(=O)CSc1nnc2n1C(C)(C)Cc1ccccc1-2
    0.3, 13, -3, -1, 10, 0.5, ., 0, -1.0
Cc1cc(C)cc(-c2nnc(SCC(=O)NC3CC3)o2)c1
    -1.1, -3, 4, -8, 3, 0.2, 0.0, 4, .
CCN(CC)S(=O)(=O)c1ccc2c3c(cccc13)C(=O)N2
    -0.8, 1, 0, -7, -7, -0.9, -2.4, -15, -2.0
COCc1cccc(-c2csc(C(N)c3ccc(F)c(F)c3)n2)c1 (stereo not given)
    0.3, 10, 1, -7, 1, ., 0.6, 3, -4.7
Cc1ccc(C(=O)NNC(=O)Cc2cccs2)cc1
    0.8, 2, 1, -4, 6, 10, ., -3, -3.0
COc1ccccc1OCCCCN1CCCCC1
    ., 3, ., ., -2, -0.2, 0.0, -9, -0.4
O=C(NNC(=S)Nc1cccc(Cl)c1)c1ccccc1OC(F)F
    0.2, -1, 4, -2, 3, 2.4, ., 0, -4.1
N#C/C(=C\c1ccc(-c2ccc(C(=O)O)cc2)o1)C(=O)Nc1ccc(F)cc1
    -0.1, -4, -4, ?, 0, -1.8, -0.2, -14, 0.6
CC(=O)N1N=C2/C(=C/c3ccccc3)CCCC2C1c1ccccc1 (stereo not given)
    -0.8, 9, 2, -2, 2, 3.8, 2.4, 4, -1.0
Cc1ccc(S(=O)(=O)NC(=O)C2(C)CCN2C(=O)c2c(C)noc2C)cc1 (stereo not given)
    0.0, -1, -8, 1, -4, ., 0.3, -10, -0.3
Cc1ccc(OCc2ccc(C(=O)N3CCCC3)o2)c([N+](=O)[O-])c1
    -1.7, -4, -3, -8, -9, 1.3, 1.4, 6, -2.6
CC(=O)c1ccc(OCC(=O)Nc2nnc(C3CC3)s2)cc1
    0.0, 0, 3, 4, 3, ., 0.9, 14, 0.3
C=CCOc1cccn2c(N(C)C(=O)c3ccccc3F)c(CC)nc12
    0.1, -7, 1, -1, ., ., ., ., -3.1
O=C1OCCN1C(=O)[C@H]1[C@H](c2ccccc2)C(c2ccccc2)=NN1c1ccc(Br)cc1
    0.0, -20, -3, -8, 2, -0.8, 0.7, -60, -3.0
c1ccc2oc(-c3ccn[nH]3)cc2c1
    -2.0, 1, -11, ?, 10, 0.0, 0.6, -9, -3.9
CCOC(=O)c1c(NC(=O)CN2C(=O)c3ccccc3C2=O)sc(Cc2ccc3c(c2)OCO3)c1C
    0.1, 5, -11, -3, 2, 0.2, -0.2, 12, -0.8
CCCCc1c(-c2ccc(Cl)cc2)ncn1CCc1ccccc1OC
    -0.1, ., -2, 0, 5, ., 2.0, 16, .
Nc1cc(=O)nc2cn[nH]n12
    0.3, 5, 2, -4, -7, ., 2.7, -4, -1.7
O=C(CSc1cccs1)Nc1ccc2ccccc2c1
    -1.2, -5, -1, -1, 7, 3.8, ., 2, -2.5
CCOC(=O)COn1c(=O)c(-c2ccc(OCC)cc2)[n+]([O-])c2ccccc21
    1.9, -7, 2, 7, -24, ., -0.2, 1, -0.9
O=C(c1cccc(F)c1F)N1CCCC1
    0.4, 4, -2, -2, 1, 0.5, ., -2, 0.1
Cc1ccccc1CNS(=O)(=O)c1c(C(=O)N2CCCC2)c(C)n(C)c1C
    3.5, 1, 2, 4, 2, 1.2, 0.3, 11, -2.4
Cc1ccc(-c2nnc3c4ccccc4c(C)nn23)cc1S(=O)(=O)N1CCN(C)CC1
    ?, -1, -6, 2, -1, -0.5, ., 8, -4.7
O=C1N(c2ccccc2)C(c2cccnc2)N2CCCN12 (stereo not given)
    -0.9, -2, 0, -3, -2, -0.5, 0.3, -10, -1.1
O=C(NNS(=O)(=O)c1ccc([N+](=O)[O-])cc1)C(=O)Nc1cccc(C(=O)O)c1
    -0.2, 5, 0, 6, -9, -0.9, -2.7, 28, -1.8

Not a retest: two of the compounds above.
Order of values – BoNT A protease, Y pestis TopoI, Anthrax LF prot, BoNT-F LC inh, PrPC surface inh, PfHsp40 rescue, TcdB GH inh, CCHF vOTU inh, FadD28 FP inh
O=C(c1cccc(F)c1F)N1CCCC1
    0.4, 4, -2, -2, 1, 0.5, ., -2, 0.1
Cc1ccccc1CNS(=O)(=O)c1c(C(=O)N2CCCC2)c(C)n(C)c1C
    3.5, 1, 2, 4, 2, 1.2, 0.3, 11, -2.4

(further entries)
Order of values – BoNT A protease, Y pestis TopoI, Anthrax LF prot, BoNT-F LC inh, PrPC surface inh, PfHsp40 rescue, TcdB GH inh, CCHF vOTU inh, FadD28 FP inh
O=C(c1ccccc1)N1CCCOC1c1ccccc1 (stereo not given)
    -0.1, -18, -5, 7, -1, 0.4, ., -10, -1.0
COc1cc(C(=O)NC(=S)Nc2ccc3c(c2)C(=O)N(C)C3=O)cc(OC)c1OC
    0.3, -7, 0, 1, -5, 0.3, -0.4, 6, -3.5
CSc1nc(C)c(C(=O)C[n+]2ccc(C)cc2)cc1C#N
    0.5, -11, -3, 1, -4, 2.5, 1.0, 5, 0.0
Cc1ccc(N=C2NC(=O)/C(=C\c3ccc(C)s3)S2)cc1
    0.7, 0, 0, -6, -7, 0.6, 0.2, -2, -0.2
CCCn1nc(NC(=O)C2CCCO2)c2cc3cc(C)ccc3nc21 (stereo not given)
    -0.3, 24, -1, -2, -12, 0.6, ., -8, -1.6
O=C(C1CCCN(c2ncnc3c2nc2n3CCCCC2)C1)N1CCN(c2ccccc2F)CC1 (stereo not given)
    -3.9, 9, -4, -2, -4, 1.9, 1.2, 5, -3.0
CC1CCc2nc(N)c(C#N)c(-c3ccncc3)c2C1 (stereo not given)
    -0.4, -3, -3, 1, 3, -1.7, ., -7, -0.9
CC(C)n1c(=O)c2ccccc2n1Cc1cn(Cc2cccnc2)nn1
    -0.2, ., 9, 0, 0, ., 0.4, -18, -2.1
Cc1ccccc1OCC(=O)Nc1ccc(S(=O)(=O)N2CCCC2)cc1
    ., 20, ., ., -5, -0.1, -0.1, 2, -5.2
O=C(Nc1cc(NC(=O)c2ccccc2F)ccc1Cl)c1ccccc1
    -2.4, 0, -1, -21, -8, 0.6, -0.3, -6, .
CCOC(=O)C1(Cc2ccccc2C)CCCN(C(=O)CN2C(=O)CSC2=O)C1 (stereo not given)
    -0.8, 20, 0, -6, 1, 0.1, 1.9, 1, -0.7
CC(C)c1ccc(NS(=O)(=O)c2cccc3cccnc23)cc1
    -1.9, 18, -7, 5, 0, -0.7, 0.8, -6, -1.8
CCN(CC)c1ccc(C(NC(=O)C(C)C)c2ccc3cccnc3c2O)cc1 (stereo not given)
    -0.6, -4, 5, -12, 18, ., 0.2, 24, -2.6
CC1CCCCC12NC(=O)N(CC(=O)OCC(=O)Nc1ccc(F)cc1[N+](=O)[O-])C2=O (stereo not given)
    -0.3, 4, 4, -2, -11, -1.0, 1.2, -15, -2.0
O=S(=O)(c1ccccc1)N1N=C(c2ccccc2)CC1c1ccccc1 (stereo not given)
    -0.4, 9, -5, 4, 5, 0.1, 1.2, 6, -0.1
CC1(C(=O)Nc2ccccc2Br)CCN1C(=O)CC1CC1 (stereo not given)
    -0.8, -10, -5, 1, -2, ., 1.3, -5, 0.0
COC(=O)c1ccccc1NC1=C/C(=N\S(=O)(=O)c2cccs2)c2ccccc2C1=O
    0.0&-0.3, -3&-22, -15&-7, -8&-11, -14, 3.9&-1.2, -0.1, 9, -9.7&-2.7
CCN(C(=O)COC(=O)C12CC3CC(CC(O)(C3)C1)C2)c1c(N)n(Cc2ccccc2)c(=O)[nH]c1=O
    -0.6, 3, 5, -5, -2, -0.7, 0.8, 3, -3.1
C/C(=N\NC(=O)CSc1nc(C)cc(C)n1)c1cccc([N+](=O)[O-])c1
    0.0, -6, -1, 2, 2, -1.4, 0.8, 7, -1.3
COc1ccccc1N(CC(=O)NCCSCc1ccc(Cl)cc1)S(C)(=O)=O
    -0.1, 7, 4, -20, -1, -0.1, 0.3, -20, 0.6
COc1cc(-c2nc3ccc(N4CCN(C)CC4)cc3[nH]2)cc(OC)c1OC
    1.2, -9, -1, -1, -4, 1.2, 1.6, -321, -1.9
c1ccc(Cc2nnc3sc(-c4ccccn4)nn23)cc1
    ?, 7, 0, 6, 2, 3.6, ., 0, -0.9
CCCCCCCC(=O)NC(Oc1ccccc1[N+](=O)[O-])C(Cl)(Cl)Cl (stereo not given)
    -0.3, 9, 4, 4, 1, 1.6, -0.1, -3, -3.8
Cc1nc2ccccc2c(C)c1CC(=O)N(CC(C)C)c1c(N)n(Cc2ccccc2)c(=O)[nH]c1=O
    3.1, 10, -1, 1, 5, 0.4, 0.7, -6, 1.5
O=c1oc2ccccc2cc1-c1cn(-c2ccccc2)c(=S)[nH]1
    8.7, 11, 5, -4, -1, 2.3, 2.0, -111, -1.3
CCn1c2ccccc2c2nnc(SCN3C(=O)c4ccccc4C3=O)nc21
    0.3, 13, -6, 2, 2, 0.0, 2.0, 16, 0.1
COc1cccc(CNC(=O)CSCC(=O)Nc2ccc(C)cc2)c1
    ., -8, ., ., 1, -1.1, 0.5, -8, -2.8
